Assay outcomes from PubChem.
Tau fibril FP – blocks human tau fibril formation measured by polarization | 0.39% of 280,000 active | AID 1468 | K18 P301L tau heparin fibrillization, Alexa594 FP, 6 h | P10636 | Potency, µM (doses to about 57.7 µM), inactives show top-dose activity, negative = inhibition, actives largely listed as inhibitors; also: potency is read from the fitted curve at half-maximal effect; % is scaled to controls: 0 for no effect and ±100 for the full control effect; nearly all actives have a fitted effect of over 55% in size
Target sequence (P10636 561-689 P618L limits assumed): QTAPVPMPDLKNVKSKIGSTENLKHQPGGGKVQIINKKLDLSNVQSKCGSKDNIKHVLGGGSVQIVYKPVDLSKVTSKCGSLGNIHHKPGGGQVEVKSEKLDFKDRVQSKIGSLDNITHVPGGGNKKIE
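Human K18 P301L fragment (15 uM unlabeled plus 0.24 uM Alexa 594-labeled) in 100 mM sodium acetate pH 7 with compound, aggregation induced by 20 uM heparin for 6 hr at 37 C. ThT (30 uM) added for 1 hr, then Alexa 594 FP read.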
CBFb RUNX1 block – blocks binding between human CBF-beta and RUNX1. Q01196+Q13951. AlphaScreen CBFb-His/RUNX1-biotin binding, biochemical. Potency, µM (top dose mostly 59.8 µM), for inactives: at the highest dose activity, negative = inhibition, actives largely listed as inhibitors. 230,000 tested, under 10 active. AID 1477; also: % of control where 0% means no effect
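Inhibition was taken as any reduction in AlphaScreen signal from the CBF-beta–RUNX1 pair (His and biotin tags, 30 nM each), measured after compound (15 min) and bead (90 min) incubations at room temperature.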
TRb SRC2 PPI – inhibitors of human thyroid hormone receptor beta-SRC2 interaction. Potency, µM (highest dose often 106 µM), for inactives: at the highest dose activity change, negative = inhibition, most hits filed as inhibitors. 0.065% of 280,000 active. P10828. TRbeta-SRC2 peptide binding, fluorescence polarization; receptor liganded with 1 µM T3;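 also: potency is read from the fitted curve at half-maximal effect; plate controls were bound peptide for no effect and peptide without receptor for full effect; nearly all actives have a fitted effect of over 50% in size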
Target sequence (P10828 whole entry, looked up): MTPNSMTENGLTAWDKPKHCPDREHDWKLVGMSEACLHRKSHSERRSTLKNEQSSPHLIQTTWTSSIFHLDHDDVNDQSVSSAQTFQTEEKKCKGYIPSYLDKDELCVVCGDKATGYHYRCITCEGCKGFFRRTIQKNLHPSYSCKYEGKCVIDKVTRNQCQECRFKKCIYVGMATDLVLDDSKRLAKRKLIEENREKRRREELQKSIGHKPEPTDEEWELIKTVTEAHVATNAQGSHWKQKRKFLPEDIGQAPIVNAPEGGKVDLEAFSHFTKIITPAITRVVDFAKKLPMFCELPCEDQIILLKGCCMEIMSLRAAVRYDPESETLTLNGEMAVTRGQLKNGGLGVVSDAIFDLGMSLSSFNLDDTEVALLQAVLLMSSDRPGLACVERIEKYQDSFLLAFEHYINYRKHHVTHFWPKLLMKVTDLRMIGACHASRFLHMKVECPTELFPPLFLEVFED
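Fluorescence polarization of 20 nM Texas Red SRC2 peptide with 0.6 uM human TRb ligand-binding domain, in Tris buffer with 1uM T3 and 5% DMSO. Incubated 5 hr ambient; normalized to unbound and bound controls.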
Epigenetic reg – regulators of epigenetic silencing causing reporter derepression in mouse cells. Potency, µM (titrated, usually from 53.9 µM), without a hit: at the highest dose GFP activation, usual class: activators. 0.2% of 280,000 active. murine LDR cells, GFP reporter derepression, 30 h; also: potency is read from the fitted curve at half-maximal effect; % of control where 0% means no effect; nearly all actives have a fitted effect of over 60% in size
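Readout is the number of GFP-expressing murine LDR cells, counted by cytometry following washing. Cells were treated with compound for 30 h at 37 C; the stably integrated CMV-GFP locus is normally silent.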
aGal spleen mod – alpha-galactosidase A (human) modulation | P06280 | human spleen homogenate, 4MU-alpha-Gal fluorescence, 40 min | Potency, µM (highest dose often 80 µM), inactives show at the highest dose activity change, negative = inhibition, most hits filed as inhibitors | 0.008% of 240,000 active | AID 2107;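 also: potency is read from the fitted curve at half-maximal effect; 0% = enzyme with vehicle and -100% = no enzyme basal signal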
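Inhibition or activation of alpha-galactosidase in human spleen homogenate is scored by 4-MU fluorescence after 40 min at 37C, pH 5.0, with 1 mM substrate. AC50s come from concentration-response fitted to the Hill equation.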
Tau fluor counter – counter-screen for tau fibril formation inhibitors. tau K18 P301L (four-repeat tau fragment) Alexa594 fluorescence, heparin fibrillization. Potency, µM (top dose mostly 57.7 µM), for inactives: top-dose activity change, negative = decrease. 0.93% of 280,000 active. AID 1463; also: potency is read from the fitted curve at half-maximal effect; % is scaled to controls: 0 for no effect and ±100 for the full control effect; nearly all actives have a fitted effect of over 55% in size
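Human K18 P301L tau (15 uM unlabeled plus 0.24 uM Alexa 594-labeled, final) in 100 mM sodium acetate pH 7 was mixed with compound and 20 uM heparin and incubated 6 hr at 37 C.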
TexasRed fluor – Texas Red fluorescence interference in TRb-SRC2 counter-screen | TRb/SRC2 Texas Red total fluorescence interference | Potency, µM (highest dose often 106 µM), for inactives: top-dose fluorescence change, negative = quenching | 0.29% of 280,000 active | AID 1479; active = well fitted curve in either direction with a large enough effect; inconclusive = small, poorly fitted or top-dose-only effect; also: potency is read from the fitted curve at half-maximal effect; % is scaled to controls: 0 for no effect and ±100 for the full control effect
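Flags fluorescent or light-absorbing compounds by total fluorescence, S + 2P, at 555 nm excitation and 632 nm emission. Mixture: 20 nM Texas Red SRC2 peptide, 0.6 uM human TRb LBD, 1 uM T3, 5% DMSO; compound exposure 5 h at ambient temperature.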
NPSR antag – antagonists of human neuropeptide S receptor cAMP signaling; Q6W5P4; CHO-NPSR cells, cAMP TR-FRET, antagonist mode; Potency, µM (titrated, usually from 38.3 µM), for the others: at the top dose activity change, negative = inhibition, usual class: inhibitors; 1% of 220,000 active; also: potency is read from the fitted curve at half-maximal effect; % is scaled to controls: 0 for no effect and ±100 for the full control effect; nearly all actives have a fitted effect of over 50% in size; many of its hits are not listed in these tables
Target sequence (Q6W5P4 whole entry, looked up): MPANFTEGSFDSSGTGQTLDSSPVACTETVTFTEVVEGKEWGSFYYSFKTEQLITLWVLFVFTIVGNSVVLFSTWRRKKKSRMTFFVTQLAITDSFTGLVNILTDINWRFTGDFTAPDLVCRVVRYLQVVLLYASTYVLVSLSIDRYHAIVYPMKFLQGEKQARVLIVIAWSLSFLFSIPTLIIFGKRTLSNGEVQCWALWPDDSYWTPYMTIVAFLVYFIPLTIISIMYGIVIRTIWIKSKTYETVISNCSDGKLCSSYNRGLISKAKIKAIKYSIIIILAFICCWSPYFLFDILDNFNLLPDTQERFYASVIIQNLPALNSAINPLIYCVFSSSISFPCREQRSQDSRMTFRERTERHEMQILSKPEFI
An asterisk follows results filed as active; ? = inconclusive; / = no result given; [ ] = another dose, or the depositor's remark. Unless noted, calls follow the shape of the dose curve; as a rule, active = well fitted curve in the direction sought with a large enough effect; inconclusive = small, poorly fitted or top-dose-only effect, or another doubt; inactive = no such curve, though single readings can be large; an effect the other way counts as inactive or inconclusive. An excerpt; the hit share may differ from the screen's.

Order of values – Tau fibril FP	CBFb RUNX1 block	TRb SRC2 PPI	Epigenetic reg	aGal spleen mod	Tau fluor counter	TexasRed fluor	NPSR antag
- CCCN1C(=O)c2cccc3c(N4CCCCC4)ccc(c23)C1=O
→ -1%	?	-1%	7.6%	-22%	-16%	0%	-22%
- O=c1[nH]nc(SCc2ccccc2)n1C1CC2C=CC1C2 (stereo unspecified)
→ 3%	3%	-3%	11%	5%	-3%	0%	-8%
- CC(C)(C)NC(=O)c1nn(Cc2ccccc2)c(=O)c2ccccc12
→ -6%	5%	7%	-2.7%	0%	-14%	-3%	-13%
- COc1ccccc1-n1c(SCC(=O)Nc2ccc(Br)cc2)nc(O)cc1=O
→ 4%	-1%	4%	-1.0%	3%	16%	2%	6%
- CCCc1ncc(C(O)c2ccc(OC)cc2)n1C (stereo unspecified)
→ 5%	-1%	-11%	-0.7%	-12%	1%	0%	3%[46.1 µM]
- Cc1cccc(NC(=S)N2CCCCC2)c1
→ 2%	1%	-1%	1.0%	-1%	16%	1%	14%
- CC(C)(CCl)C(=O)Nc1ccc(C(F)(F)F)cc1
→ 2%	22%	7%	2.5%	-11%	-10%	-2%	20%
- Cc1noc(COc2ccccc2OCC(N)=O)c1Cl
→ -2%	2%	-5%	6.1%	-12%	7%	0%	-7%[46.1 µM]
- CCNC(=O)c1ccc(OCC(=O)Nc2ccc(F)cc2)c(OC)c1
→ -1%	4%	-3%	-0.3%	3%	-16%	0%	3%
- COc1ccccc1CNS(=O)(=O)c1ccc2c(c1)NC(=O)C(C)C(=O)N2 (stereo unspecified)
→ -1%	/	5%	1.5%	/	-27%	-1%	/
- NS(=O)(=O)c1ccc(CCNC(=O)CSc2ccc(Cl)cc2)cc1
→ 6%	0%	-12%	-1.0%	-5%	2%	0%	-4%
- CCOCC(=O)Nc1ncc(S(=O)(=O)c2ccc([N+](=O)[O-])cc2)s1
→ -3%	-6%	7%	-2.9%	2%	-9%	1%	7%
- Cc1ccc(C(=O)NCCn2cc(SCC(=O)Nc3cc(C)on3)c3ccccc32)cc1
→ 4%	-2%	2%	-3.0%	2%	?	-2%	-7%[46.1 µM]
- CNC(=O)c1cc2c(n(-c3ccc(C)cc3)c1=O)CC(C)(C)CC2=O
→ -2%	/	-3%	-3.6%	/	3%	-4%	/
- Cc1ccc(C(c2sc3nc(-c4ccco4)nn3c2O)N2CCN(c3ccc(F)cc3)CC2)cc1 (stereo unspecified)
→ -7%	/	1%	2.0%	/	-18%	-2%	/
- COc1ccc(C(=O)N2CCN(c3nc4c(OC)cccc4s3)CC2)cc1OC
→ -9%	/	1%	0.0%	/	1%	0%	/
- O=S1(=O)CCN2N=C(C34CC5CC(CC(C5)C3)C4)SC2=N1
→ 2%	11%	7%	1.5%	0%	-8%	-1%	15%
- O=C(CSCc1c(F)cccc1Cl)Nc1ccccc1C(=O)N1CCOCC1
→ -8%	-15%	1%	-1.8%	7%	-15%	1%	5%
- COc1cccc(/C=C2\C(=O)C(=O)c3ccccc32)c1
→ 2%	-8%	-2%	?	-6%	-25%	-5%	-13%[46.1 µM]
- CC(=O)Nc1ccc(S(=O)(=O)N2CCCC2C(=O)Nc2ccc3c(c2)OCCO3)cc1 (stereo unspecified)
→ -3%	3%	4%	-1.1%	1%	1%	-4%	6%
- CCCCc1nc2c(c3c1C[C@H](C)OC3)CN(S(=O)(=O)c1ccc(NC(C)=O)cc1)CC2
→ -6%[11.6 µM]	15%[13.1 µM]	-1%[11.2 µM]	/	11%[17.5 µM]	-8%[11.6 µM]	-5%[11.2 µM]	/
- COCCCNC(=O)c1ccc(Cn2c(=O)[nH]c3ccccc3c2=O)cc1
→ -6%	-2%[2.36 µM]	0%	1.2%	5%	-7%	-3%	5%
- COCCNC(=S)N(Cc1cccnc1)Cc1ccc(OC)c(OC)c1
→ 10%	-5%	-5%	-1.0%	-4%	-5%	-2%	17%
- CCN(CC)S(=O)(=O)N1CCC(C(=O)NCCC2=CCCCC2)CC1
→ 1%	-6%	-2%	-3.4%	-1%	-3%	2%	6%
- COc1ccc(Cl)cc1NC(=O)CCN1CCN(C)CC1
→ -6%	-3%	0%	0.8%	3%	-12%	-4%	-3%[46.1 µM]
- Cc1cc(C)c(NC(=O)CSc2nc(C)cc(C)c2C#N)c(C)c1
→ -8%	/	2%	1.1%	/	-6%	0%	/
- Cc1ccc[n+](C(C)C(=O)Nc2ccc(C)c([N+](=O)[O-])c2)c1 (stereo unspecified)
→ 5%	-1%	-15%	-0.9%	4%	-3%	0%	7%[46.1 µM]
- CCOC(=O)C(NC(=O)c1ccc(OC)cc1)(N1CCOCC1)C(F)(F)F (stereo unspecified)
→ 4%	3%	-1%	-1.1%	12%	3%	-1%	1%[46.1 µM]
- CC1(C)OC(=O)C(=CNc2ccccc2)C(=O)O1
→ 2%	2%	-14%	0.0%	-3%	-1%	0%	8%[46.1 µM]
- Cc1nc2sc(C(=O)c3ccccc3)c(N)c2c2c1CCCC2
→ 7%	?	5%	0.0%	3%	-29%	-20%	-39%

Record cards, from the list above. Order of values: Tau fibril FP, CBFb RUNX1 block, TRb SRC2 PPI, Epigenetic reg, aGal spleen mod, Tau fluor counter, TexasRed fluor, NPSR antag
CC(C)(CCl)C(=O)Nc1ccc(C(F)(F)F)cc1 is listed with 2%, 22%, 7%, 2.5%, -11%, -10%, -2%, 20%
CNC(=O)c1cc2c(n(-c3ccc(C)cc3)c1=O)CC(C)(C)CC2=O is listed with -2%, /, -3%, -3.6%, /, 3%, -4%, /
COCCCNC(=O)c1ccc(Cn2c(=O)[nH]c3ccccc3c2=O)cc1 is listed with -6%, -2%[2.36 µM], 0%, 1.2%, 5%, -7%, -3%, 5%
CCNC(=O)c1ccc(OCC(=O)Nc2ccc(F)cc2)c(OC)c1 is listed with -1%, 4%, -3%, -0.3%, 3%, -16%, 0%, 3%
CC(C)(C)NC(=O)c1nn(Cc2ccccc2)c(=O)c2ccccc12 is listed with -6%, 5%, 7%, -2.7%, 0%, -14%, -3%, -13%

Continued.
Order of values – Tau fibril FP	CBFb RUNX1 block	TRb SRC2 PPI	Epigenetic reg	aGal spleen mod	Tau fluor counter	TexasRed fluor	NPSR antag
- CCc1c(C)nc(SCc2nc(-c3ccccc3)no2)[nH]c1=O
→ -1%	/	-5%	12%	/	-7%	1%	/
- O/N=C/c1cn(-c2ccccc2)nn1
→ -3%	20%	-2%	-0.4%	4%	-3%	-3%	14%
- COc1cc(NC2CCCCC2O)c2nc(-c3ccc(Cl)cc3)ccc2c1 (stereo unspecified)
→ ?	?	3%	0.0%	14%	?	-1%	?
- CC(=O)Nc1cccc(-c2csc(Nc3ccc(Cl)cn3)n2)c1
→ -5%	-8%	4%	-0.8%	-5%	13µM*[quencher]	-2%	-23%
- COc1cccc(/C=N/Nc2snc(SC)c2C#N)c1
→ 5%	-3%	-1%	-0.6%	5%	?	-3%	-22%[46.1 µM]
- CCCCN(C)C(=O)Cn1cnc2sc(C)cc2c1=O
→ 2%	3%	-19%	0.8%	?	-1%	4%	2%[46.1 µM]
- CCN(CC(=O)Nc1ccccc1OC)CC(=O)Nc1ccccc1C(F)(F)F
→ 5%	0%	-1%	0.9%	-3%	-8%	-1%	-16%
- CC1(C)C(c2ccccn2)=[N+]([O-])C(C)(C)N1O
→ -2%	3%	2%	-0.4%	-10%	8%	-3%	0%[46.1 µM]
- Cc1ccccc1Cn1c(COc2ccc(Cl)cc2)nc2ccccc21
→ -4%	/	8%	2.7%	/	-1%	-4%	/
- CC(=O)NCc1ccc(C(=O)CCl)cc1
→ -6%	3%	1%	-1.4%	-7%	-7%	2%	-15%
- Cc1ccccc1Cn1nc(C)c(NC(=O)c2noc3c2CCc2ccccc2-3)c1C
→ -6%	0%	12%	0.0%	-2%	-13%	2%	-30%[46.1 µM]
- C/C(=N/NC(=O)C1CCCCC1)c1ccc([N+](=O)[O-])cc1
→ -2%	1%	1%	0.9%	-5%	-3%	-2%	-15%
- Nc1c(NCc2ccccc2)c(=O)[nH]c(=O)n1Cc1ccccc1
→ ?	2%	2%	0.0%	-2%	-20%	-5%	?
- COCc1cc(C)nc(SCC[N+](C)(C)CC(=O)c2ccccc2)c1C#N
→ -3%	-1%	6%	7.0%	0%	-5%	-1%	32%
- O=C(NCc1ccccc1)C1(c2ccccc2)CCN(S(=O)(=O)c2ccccc2)CC1
→ -5%	3%	-5%	1.9%	-13%	-25%	1%	-29%[46.1 µM]
- O=C(Nc1ccc2nc(SCC(=O)N3CCCC3)sc2c1)c1cccc(Br)c1
→ -11%	/	1%	-2.4%	/	?	-6%	/
- COc1ccc(C(=O)Cn2nnc(-c3ccccc3NC(=O)C3CC3)n2)cc1
→ -9%	1%	0%	-0.5%	2%	-15%	4%	-13%[46.1 µM]
- Cc1ccc(S(=O)(=O)NCCC(=O)NCc2ccccc2)cc1
→ -2%	-2%	-13%	3.2%	10%	4%	-4%	-1%[46.1 µM]
- O=C(Nc1cccnc1)c1ccccc1O
→ 0%	0%	13%	4.7%	6%	-10%	-2%	-8%[46.1 µM]
- Fc1ccc(CCNC(=S)Nc2ccc(F)c(Cl)c2)cc1
→ ?	7%	-2%	1.4%	-3%	?	1%	-7%
- COc1cc(OC)cc(-c2nnc(SCC(=O)N3CCC(C)CC3)o2)c1
→ -3%	/	4%	0.0%	/	-15%	-1%	/
- CCN(CC)CCCN=C(C)C1=C(O)c2ccccc2C1=O
→ 9%	1%	-8%	6.5%	-7%	-2%	1%	-7%
- Clc1ccc2nc(-c3ccc(Br)s3)cn2c1
→ -4%	5%	-2%	2.6%	-2%	-17%	-4%	1%[46.1 µM]
